# Assay outcomes (PubChem)
# NR2E3 ag-1: activates human NR2E3 receptor; CHO-S Gal4-NCOR/VP16-NR2E3 two-hybrid, luciferase; inhibition of corepressor binding, % at 3.98 µM; 360,000 compounds, 0.35% hits; AID 602229;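 active means inhibition above the mean of all tested compounds plus 3 SD, cut at about 70% in these data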;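 further: 0% = DMSO with NR2E3 transfected cells and 100% = cells lacking NR2E3 construct; higher means lower luciferase signal from less NR2E3 corepressor binding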
# Target sequence (Q9Y5X4 whole entry, looked up, the tested form may be a part): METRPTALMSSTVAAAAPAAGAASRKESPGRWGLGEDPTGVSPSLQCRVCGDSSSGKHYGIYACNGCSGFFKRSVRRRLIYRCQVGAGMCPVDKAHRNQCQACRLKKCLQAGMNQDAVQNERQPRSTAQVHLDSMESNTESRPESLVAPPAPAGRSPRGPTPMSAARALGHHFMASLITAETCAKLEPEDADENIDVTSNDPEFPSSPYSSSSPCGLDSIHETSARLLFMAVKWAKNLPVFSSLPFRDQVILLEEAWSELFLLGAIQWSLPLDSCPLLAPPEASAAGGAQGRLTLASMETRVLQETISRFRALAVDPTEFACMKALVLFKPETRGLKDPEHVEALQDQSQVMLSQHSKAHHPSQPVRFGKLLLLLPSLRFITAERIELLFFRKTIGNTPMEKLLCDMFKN
# HIF-2a block: inhibitors of HIF-2a; AID 624352; 360,000 compounds, 0.72% hits; inhibition, % at 18.8 µM; 786-0 RCC cells HIF-2a reporter, luciferase luminescence, overnight;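 active means inhibition of the luminescence signal of 40% or more relative to plate controls, in a single-dose primary screen at 18.75 µM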
# MITF TRPM1 inh: inhibitors of MITF-driven TRPM1 promoter in melanoma cells | 330,000 compounds, 0.83% hits | inhibition, % at 12.5 µM | SK-MEL-5 TRPM1 promoter luciferase, 24 h;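 active means mean inhibition across replicates of 60% or more, whatever share of single replicates reaches that level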; further: values of inactives mirror those of a sister screen read the other way
# Shn3 inh set2: reduces Shn3 3'UTR luciferase signal in osteoblasts | Clone20 osteoblast Shn3 3'UTR firefly luciferase, 24 h | 360,000 compounds, 0.52% hits | inhibition, % at 12.5 µM | AID 588674;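 active means mean inhibition of at least 75% with every replicate also reaching 75%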;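 further: 0% = median of neutral control wells and 100% = pilot-screen positive control compound; some compounds past the cut are filed as inactive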
# CF NFkB block: cystic fibrosis NF-kB activation inhibition; inhibition, % at 5 µM; KKLEB NF-kB-GFP reporter, PAF-induced, GFP fluorescence overnight; 360,000 compounds, 0.86% hits; AID 588850;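 active means at least 50% inhibition at 5 µM, scaled per plate between neutral and stimulator controls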;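 further: PAF is a Pseudomonas aeruginosa culture filtrate used as stimulus; plate controls were PAF-stimulated DMSO wells for no effect and unstimulated DMSO wells for full effect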
# TWEAK-Fn14 inh: inhibitors of TWEAK-Fn14 interaction signaling | TWEAK-stimulated Fn14 reporter cells, luciferase luminescence, 8 h | inhibition, % at 10 µM | 360,000 compounds, 2% hits; in the data active means inhibition above about 50%
# KKLEB cytotox: counter-screen for CF NF-kB inhibitors: cytotoxicity; KKLEB CF airway cells viability, ATPlite luminescence, overnight; stronger effect = lower value; cells stimulated with P. aeruginosa culture filtrate; 360,000 compounds, 0.36% hits; activity change (cytotoxicity), % at 5 µM;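 active means corrected activity change at or below -50% at 5 µM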
# aDG glyco up: increases alpha dystroglycan glycosylation. Pro5-aDG cells, alpha-DG glycosylation AlphaScreen (IIH6); 0% Pro5, 100% B10-LARGE cell signal. activation, % at 10 µM. 360,000 compounds, 0.22% hits. AID 624168;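 active means activation of at least 8% versus controls, or a plate z-score of at least 8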;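 further: Pro5 are CHO cells carrying HIG-tagged alpha-DG that lacks glycosylation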
# NR2E3 ag-2: NR2E3 (human) agonism; inhibition of corepressor binding, % at 4.78 µM; Q9Y5X4; 320,000 compounds, 0.12% hits; GST-NR2E3/biotin-RetCOR TR-FRET, 1536-well; AID 2300;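 active means percent inhibition above the cutoff of mean plus 3 SD of all tested compounds, set per screening campaign, cut at about 20% in these data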;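 further: 0% = DMSO wells and 100% = biotin wells as full block of FRET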
#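 Format: 1536-well format; test system: GST-NR2E3 and biotin-RetCOR proteins; read-out basis: percent inhibition of TR-FRET ratio; timing: 5 h incubation at 4 °C; detection: time-resolved FRET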
# Peg3 prom inh: inhibitors of Peg3 promoter | HeLa PEG-Prom luciferase reporter, luminescence, overnight | 360,000 compounds, 1.7% hits | inhibition, % at 20 µM;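 active means inhibition of at least 50% at 20 µM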
# iPSC survival up: hiPSC single-cell survival enhancement; survival enhancement, % at 20 µM; 360,000 compounds, 0.044% hits; ATPlite luminescence; 100% = ROCK inhibitor wells, 0% = DMSO; in the data active means survival enhancement above about 18%;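 further: cells exposed to compounds for 16 hours before the ATP read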
# Starred values were filed as active, the others as inactive; . = not tested or not shown. Hits appear at their usual frequency; 4.4% or so of the library scored in one or more.
no.	compound	NR2E3 ag-1	HIF-2a block	MITF TRPM1 inh	Shn3 inh set2	CF NFkB block	TWEAK-Fn14 inh	KKLEB cytotox	aDG glyco up	NR2E3 ag-2	Peg3 prom inh	iPSC survival up
1	COc1ccc(C2(CNC(=O)c3cccc([N+](=O)[O-])c3)CCOCC2)cc1OC	1	9	-2	-1	12	-18	-8	0.0	-1	10	1.1
2	COc1ccccc1NC(=O)Nc1ccccc1C(=O)NCCCN1CCOCC1	-10	13	-1	-25	-21	-8	-6	-0.1	0	12	1.4
3	CC1CCc2cc(F)cc3c(O)c(C(=O)NCc4ccco4)c(=O)n1c23 (stereo not drawn)	-22	16	-2	-5	24	10	-3	-0.1	.	9	-0.7
4	Nc1cc(=O)[nH]c(SCC(=O)c2ccc(O)cc2O)n1	-29	16	1	-3	9	-12	-5	-0.1	-1	11	0.6
5	CCc1ccccc1NC(=O)N1CCC(NC(=O)C(Cc2ccccc2)NC(C)=O)CC1 (stereo not drawn)	-2	22	-9	-4	2	-2	4	-0.9	2	18	1.9
6	CC(=O)Nc1sc(C)c(C)c1C(=O)OCC(=O)NCc1ccc(F)cc1	-22	-4	4	-9	-1	-9	-5	0.0	5	17	-0.5
7	Cc1cccc(N2CCN(C(=O)CN3C(=O)NC(C)(C)C3=O)CC2)c1C	-16	-99	-20	-3	4	-11	-4	0.0	-4	-63	-0.6
8	O=C(Cn1cncn1)NCc1cc(F)ccc1F	3	11	5	-6	3	6	3	-0.1	4	-1	-0.5
9	O=C(c1ccc(-n2ccnc2)cc1)N1CCCC(CO)(Cc2cccc(Cl)c2)C1 (stereo not drawn)	-14	10	-1	-10	4	8	20	-0.1	-2	3	-0.1
10	N#Cc1cccc(NC(=O)c2cc(C3CCCCN3C(=O)C3CC3)on2)c1 (stereo not drawn)	17	-8	.	8	14	15	-1	0.6	.	10	1.1

# As a working copy, 2 of the compounds above.
no.	compound	NR2E3 ag-1	HIF-2a block	MITF TRPM1 inh	Shn3 inh set2	CF NFkB block	TWEAK-Fn14 inh	KKLEB cytotox	aDG glyco up	NR2E3 ag-2	Peg3 prom inh	iPSC survival up
2	COc1ccccc1NC(=O)Nc1ccccc1C(=O)NCCCN1CCOCC1	-10	13	-1	-25	-21	-8	-6	-0.1	0	12	1.4
3	CC1CCc2cc(F)cc3c(O)c(C(=O)NCc4ccco4)c(=O)n1c23 (stereo not drawn)	-22	16	-2	-5	24	10	-3	-0.1	.	9	-0.7

# Next part
no.	compound	NR2E3 ag-1	HIF-2a block	MITF TRPM1 inh	Shn3 inh set2	CF NFkB block	TWEAK-Fn14 inh	KKLEB cytotox	aDG glyco up	NR2E3 ag-2	Peg3 prom inh	iPSC survival up
11	O=C1CC(c2cccs2)Sc2nc3ccccc3n21 (stereo not drawn)	-115	-227	-5	-75	0	7	1	0.2	1	-245	-0.3
12	COc1ccc(N2CCN(c3nc4ccccc4nc3NS(=O)(=O)c3ccccc3)CC2)cc1	5	-1	-4	-2	-5	8	14	0.8	1	4	5.8
13	CC(=O)N1CCC2(CC1)C(C#N)=C(N)Oc1n[nH]c(CSc3ccc(C)cc3)c12	25	6	7	-23	12	0	-7	0.1	-1	31	0.3
14	CS(=O)(=O)c1sc2nc(-c3ccccc3)cc(-c3ccccc3)c2c1N	-17	4	-12	9	10	0	13	0.5	0	17	1.3
15	CCC(=O)N1CCc2cc(S(=O)(=O)CCC(=O)Nc3ccc(C)c(F)c3)ccc21	2	11	-8	13	3	6	6	-0.2	-2	13	-3.9
16	O=[N+]([O-])c1ccccc1OCCCNCc1ccccc1	-2	0	-4	-7	17	-35	-12	0.1	1	-3	-0.6
17	Cc1cc(C)c(S(=O)(=O)N(C2=NCCS2)S(=O)(=O)c2c(C)cc(C)cc2C)c(C)c1	-8	17	0	-20	4	0	-7	0.0	-1	14	-0.6
18	OC[C@@H]1CN(Cc2ccc(Cl)cc2)C[C@H](n2cnc3c(Nc4ccccc4)ncnc32)O1	-11	-6	.	16	-19	-5	16	-0.2	.	29	2.7
19	O=C(COC(=O)c1ccccc1)Nc1cccc(S(=O)(=O)NC2=NCCCCC2)c1	19	14	8	3	3	10	14	-0.3	2	4	0.6
20	CS(=O)(=O)N(CC(=O)N1CCc2ccccc2C1)Cc1ccccc1	-21	9	-1	7	8	-7	5	-0.2	13	11	-0.9
21	CCNC(=O)NC(=O)CSc1ccc(NC(C)=O)cc1	-22	0	16	-9	-3	9	4	-0.1	0	14	-2.0
22	COc1cccc(NC(=O)Cn2c(=O)n(CCCC(=O)NCc3ccco3)c(=O)c3ccccc32)c1	-18	21	4	.	-16	6	6	0.1	.	10	-1.9
23	O=[N+]([O-])c1ccc(/C=N/Nc2nc3ccccc3o2)cc1	-32	-193	-85	-22	-24	-12	10	0.1	0	-147	-0.6
24	CCOc1ccc(Oc2ccc(Cl)cc2N)cc1	-11	-102	-16	2	4	-6	3	-0.5	2	-82	1.1
25	Cc1ccccc1-c1nnc(CN2CCN(C(=O)c3ccco3)CC2)o1	-11	-4	-9	-3	-27	50	1	-0.1	-2	13	-0.3
26	COC(=O)C1=C(N)Oc2cc(C)n(Cc3ccccc3)c(=O)c2C1c1ccccc1 (stereo not drawn)	-5	17	-9	3	-8	10	5	0.0	1	1	1.1
27	Cc1ccc(OCCC(=O)N2CCN(c3ccc(O)cc3)CC2)cc1	12	-2	-12	2	4	-16	-9	-0.2	-1	0	-0.9
28	C=CCn1c(O)c(N=O)c2ccccc21	-11	8	1	-20	10	-15	3	-0.2	-1	15	0.5
29	Cc1ccc(S(=O)(=O)NC2CC(C)(C)N(O)C(C)(C)C2)cc1	11	-2	.	1	8	-22	-8	0.1	5	10	-2.9
30	C=CCNC(=S)NCC	-37	5	-3	4	-13	24	15	0.2	0	3	1.0
31	CCN(CC)CCN(Cc1cc2cc3c(cc2[nH]c1=O)OCCO3)C(=S)NCCCN(C)C	4	19	4	6	3	2	7	0.1	4	6	-0.8
32	C=CCn1c(=O)c2ccc(C(=O)NCc3ccccc3)cc2n(Cc2cccc(Cl)c2)c1=O	-5	7	6	6	0	4	-9	0.2	6	11	0.2
33	CCOc1cc(C2C(C(=O)c3ccco3)=C(O)C(=O)N2Cc2ccccc2)ccc1O (stereo not drawn)	-6	3	-1	-2	-3	18	9	-0.2	5	-6	0.2
34	CCc1cc2ccc(C)cc2nc1SCC(=O)N1CCN(C(=O)c2ccco2)CC1	-5	8	6	-3	-12	-11	-3	0.5	-2	18	3.7
35	CCCCN1Cc2cc(C(=O)c3cc(F)ccc3O)cnc2NC1=O	-21	-1	6	17	12	10	-1	0.1	2	8	-3.0
36	CCNC(=S)NCCN1CCOCC1	-3	9	-9	-15	13	4	-4	-0.2	-1	15	-0.5
37	COc1ccc(/C=C/C(=O)OCC(=O)N2c3ccccc3CC2C)cc1OC (stereo not drawn)	11	11	.	2	-8	3	14	-0.1	.	1	-1.9
38	CCCCN1C2CCCC1CC(NC(=O)c1ccc(OC)c(OC)c1)C2 (stereo not drawn)	-9	8	-4	4	-9	-9	11	-0.2	2	26	1.3
39	Cc1ccccc1NC(=O)c1cc(S(=O)(=O)Nc2cccc(C(=O)O)c2)ccc1Cl	2	4	-8	0	1	22	-2	-0.2	-1	-10	-0.6
40	O=C(CN1CCN(S(=O)(=O)c2ccccc2F)CC1)NC1CCCC1	-14	8	15	-26	-1	-17	14	0.3	0	4	-4.7
41	N#Cc1c2ccc(OCC(=O)NCc3ccco3)cc2n2ccccc12	-32	9	4	-11	-7	12	-9	0.2	-3	21	2.5
42	COc1ccc(-c2coc3cc(O)cc(O)c3c2=O)cc1	-88	-391	-93	-70	-1	-62	30	-0.1	0	-412	-1.9
43	NC(Cc1ccc(OC(F)F)cc1)C(=O)O (stereo not drawn)	-7	10	5	7	7	-2	5	-0.2	5	13	0.8
44	CCOC(=O)c1cc2c(ccn2C)n1CC(=O)N1CCC(C)CC1	-10	1	3	3	-1	-6	3	-0.2	2	16	-1.8
45	CCCCc1ccc(NC(=O)C2CCCC2)cc1	-33	-240	-91	-43	8	-25	0	0.0	-4	-261	-0.4
46	Cc1cccc(NC(=O)c2ccc(S(=O)(=O)NCc3cccnc3)cc2)c1	-23	10	17	35	4	48	-2	0.2	0	16	0.8
47	Cn1ncc(Br)c1C(=O)NC1CCCCC1	-19	16	-5	6	11	27	-4	0.1	0	-2	-0.8
48	O=C(CCNC(=O)c1ccc([N+](=O)[O-])cc1)Nc1nc2ccccc2[nH]1	0	-33	-15	-18	8	1	-9	-0.1	.	-49	0.5
49	Cc1ccc(CN(CC(=O)NCCc2ccccc2)C(=O)CCCC(=O)Nc2cc(C)on2)cc1	-10	-87	0	-3	-30	17	14	0.3	3	-33	2.5
50	OCCN1CCN(Cc2nc(-c3cccc(Cl)c3)no2)CC1	11	-34	-10	-37	-17	-2	9	0.5	3	-8	-1.4
51	CC(C)CC(NC(=O)c1ccc(Cl)cc1)C(=O)O (stereo not drawn)	6	12	3	-2	-3	-4	4	-0.2	1	0	0.4
52	Cc1ccc(S(=O)(=O)NCCc2nc3ccccc3[nH]2)cc1	-11	7	0	20	-1	-3	9	-0.2	4	-8	-0.4
53	CC(C)(C)c1ccc(SCC(N)=O)cc1	0	-12	-4	-21	-3	-26	3	0.0	-2	-27	2.3

# Part of the list above in order of number of heavy atoms, falling:
no.	compound	NR2E3 ag-1	HIF-2a block	MITF TRPM1 inh	Shn3 inh set2	CF NFkB block	TWEAK-Fn14 inh	KKLEB cytotox	aDG glyco up	NR2E3 ag-2	Peg3 prom inh	iPSC survival up
49	Cc1ccc(CN(CC(=O)NCCc2ccccc2)C(=O)CCCC(=O)Nc2cc(C)on2)cc1	-10	-87	0	-3	-30	17	14	0.3	3	-33	2.5
39	Cc1ccccc1NC(=O)c1cc(S(=O)(=O)Nc2cccc(C(=O)O)c2)ccc1Cl	2	4	-8	0	1	22	-2	-0.2	-1	-10	-0.6
46	Cc1cccc(NC(=O)c2ccc(S(=O)(=O)NCc3cccnc3)cc2)c1	-23	10	17	35	4	48	-2	0.2	0	16	0.8
41	N#Cc1c2ccc(OCC(=O)NCc3ccco3)cc2n2ccccc12	-32	9	4	-11	-7	12	-9	0.2	-3	21	2.5
40	O=C(CN1CCN(S(=O)(=O)c2ccccc2F)CC1)NC1CCCC1	-14	8	15	-26	-1	-17	14	0.3	0	4	-4.7
44	CCOC(=O)c1cc2c(ccn2C)n1CC(=O)N1CCC(C)CC1	-10	1	3	3	-1	-6	3	-0.2	2	16	-1.8
52	Cc1ccc(S(=O)(=O)NCCc2nc3ccccc3[nH]2)cc1	-11	7	0	20	-1	-3	9	-0.2	4	-8	-0.4
42	COc1ccc(-c2coc3cc(O)cc(O)c3c2=O)cc1	-88	-391	-93	-70	-1	-62	30	-0.1	0	-412	-1.9
45	CCCCc1ccc(NC(=O)C2CCCC2)cc1	-33	-240	-91	-43	8	-25	0	0.0	-4	-261	-0.4
43	NC(Cc1ccc(OC(F)F)cc1)C(=O)O (stereo not drawn)	-7	10	5	7	7	-2	5	-0.2	5	13	0.8
53	CC(C)(C)c1ccc(SCC(N)=O)cc1	0	-12	-4	-21	-3	-26	3	0.0	-2	-27	2.3
